Source: PubChem BioAssay (several laboratories)
MITF TRPM1 inh – inhibitors of MITF-dependent TRPM1 promoter reporter, primary screen, cell-based, SK-MEL-5, single point, luciferase; SK-MEL-5 TRPM1 promoter luciferase, 24 h; inhibition, % at 12.5 µM; 330,000 tested, 0.83% active; AID 488899, 2010;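 active = mean inhibition across replicates of 60% or more, whatever share of single replicates reaches that level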; also: values of inactives mirror those of a sister screen read the other way
TROY NFkB inh – inhibitors of TROY-driven NF-kB signaling, primary screen, Q293 LMP1-TROYcd cells, NF-kB luciferase, uHTS; 360,000 tested, 0.98% active; inhibition, % at 10 µM; AID 1347056, 2019; Q293 LMP1-TROYcd NF-kB luciferase reporter, 4 h;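 active = compounds whose plate-normalised and pattern-corrected inhibition of the luciferase reporter signal at the single screening dose is 50% or more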
Peg3 prom inh – Peg3 promoter-driven luciferase inhibitors, primary screen, cell-based, HeLa, luciferase luminescence. 360,000 tested, 1.7% active. HeLa PEG-Prom luciferase reporter, overnight. inhibition, % at 20 µM;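 active = inhibition of at least 50% at 20 µM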
TWEAK Fn14 block – inhibitors of TWEAK-Fn14 signaling, primary screen, luciferase reporter cells, uHTS; TWEAK-stimulated Fn14 reporter cells, luciferase luminescence, 8 h; inhibition, % at 10 µM; 360,000 tested, 2% active; in the data active = inhibition above about 50%
NR2E3 ag-1 – NR2E3 agonists in two-hybrid cells, primary screen, cell-based, luminescence, CHO-S, Gal4-NCOR/VP16-NR2E3; Photoreceptor-specific nuclear receptor (Homo sapiens), Q9Y5X4; luciferase; inhibition of corepressor binding, % at 3.98 µM; 360,000 tested, 0.35% active; AID 602229, 2012;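 active = inhibition above the mean of all tested compounds plus 3 SD, cut at about 70% in these data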;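 also: 0% = DMSO with NR2E3 transfected cells and 100% = cells lacking NR2E3 construct; higher means lower luciferase signal from less NR2E3 corepressor binding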
Target sequence (Q9Y5X4 whole entry, looked up, the tested form may be a part): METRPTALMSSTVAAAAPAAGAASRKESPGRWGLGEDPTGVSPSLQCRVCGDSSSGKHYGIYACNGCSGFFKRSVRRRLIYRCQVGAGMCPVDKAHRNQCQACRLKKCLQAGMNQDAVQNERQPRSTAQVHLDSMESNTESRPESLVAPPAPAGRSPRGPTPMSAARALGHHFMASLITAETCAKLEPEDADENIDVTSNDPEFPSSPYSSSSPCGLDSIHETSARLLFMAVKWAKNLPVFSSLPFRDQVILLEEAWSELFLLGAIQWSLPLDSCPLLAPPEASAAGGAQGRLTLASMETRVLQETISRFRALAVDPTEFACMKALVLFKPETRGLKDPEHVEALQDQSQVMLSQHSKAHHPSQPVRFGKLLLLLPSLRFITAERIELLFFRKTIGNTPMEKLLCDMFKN
C8 TRAIL sens – viability loss with TRAIL in NB7+C8 cells, primary screen, TRAIL sensitizer project, cell-based, ATPlite luminescence; inhibition (viability loss, TRAIL sensitization), % at 10 µM; AID 624354, 2012; 360,000 tested, 1% active;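 active = compounds causing at least 50% loss of cell viability in the single-dose screen, relative to plate controls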
KKLEB cytotox – cytotoxicity in KKLEB CF airway cells, primary screen, cytotoxicity control for CF NF-kB inhibitor project, cell-based, uHTS, fluorescence assay plates. AID 602141, 2011. KKLEB CF airway cells viability, ATPlite luminescence, overnight; stronger effect = lower value; cells stimulated with P. aeruginosa culture filtrate. 360,000 tested, 0.36% active. activity change (cytotoxicity), % at 5 µM;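 active = corrected activity change at or below -50% at 5 µM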
Shn3 inh set2 – reduction of Shn3 3'UTR firefly luciferase signal, primary screen, Schnurri-3 inhibitor project, cell-based, Clone20 osteoblasts, set 2; Clone20 osteoblast Shn3 3'UTR firefly luciferase, 24 h; inhibition, % at 12.5 µM; 360,000 tested, 0.52% active;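 active = mean inhibition of at least 75% with every replicate also reaching 75%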;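 also: 0% = median of neutral control wells and 100% = pilot-screen positive control compound; some compounds past the cut are filed as inactive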
CF NFkB inh – inhibitors of PAF-induced NF-kB signaling, primary screen, cell-based, GFP fluorescence, uHTS. KKLEB NF-kB-GFP reporter, GFP fluorescence overnight. inhibition, % at 5 µM. 360,000 tested, 0.86% active. AID 588850, 2011;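 active = at least 50% inhibition at 5 µM, scaled per plate between neutral and stimulator controls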;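 also: PAF is a Pseudomonas aeruginosa culture filtrate used as stimulus; plate controls were PAF-stimulated DMSO wells for no effect and unstimulated DMSO wells for full effect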
HIF-2a inh – HIF-2a reporter inhibitors, primary screen, luminescence, 786-0 RCC cells; 786-0 RCC cells HIF-2a reporter, luciferase luminescence, overnight; 360,000 tested, 0.72% active; inhibition, % at 18.8 µM;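 active = inhibition of the luminescence signal of 40% or more relative to plate controls, in a single-dose primary screen at 18.75 µM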
NR2E3 ag-2 – inhibitors of NR2E3-RetCOR corepressor binding, primary screen, NR2E3 agonist project, biochemical, TR-FRET, GST-NR2E3, biotin-RetCOR. 1536-well. 320,000 tested, 0.12% active. AID 2300, 2010. inhibition of corepressor binding, % at 4.78 µM. Photoreceptor-specific nuclear receptor (Homo sapiens), Q9Y5X4;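 active = percent inhibition above the cutoff of mean plus 3 SD of all tested compounds, set per screening campaign, cut at about 20% in these data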;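 also: 0% = DMSO wells and 100% = biotin wells as full block of FRET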
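Material – GST-tagged NR2E3 plus biotinylated RetCOR corepressor · Quantity – NR2E3 fusion 1.35 nM · Times – 5 h incubation at 4 °C · Medium – pH 7.5 Tris-based buffer · Technique – TR-FRET, Eu(K)-anti-GST donor, streptavidin-D2 acceptor, ex 340, em 617/671 nm · Benchmarks – high control biotin, low control 0.6% DMSO · Format – 1536-well plates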
The depositor's hits bear a star; . = no result given.

SMILES | MITF TRPM1 inh | TROY NFkB inh | Peg3 prom inh | TWEAK Fn14 block | NR2E3 ag-1 | C8 TRAIL sens | KKLEB cytotox | Shn3 inh set2 | CF NFkB inh | HIF-2a inh | NR2E3 ag-2
Cc1oc(-c2ccccc2Cl)nc1CS(=O)CC(=O)NCCCN1CC(C)CC(C)C1 (stereo not given) | -22 | -14 | -14 | 15 | -34 | -17 | -4 | -1 | -4 | 2 | -5
O=C(CSc1nccn1-c1ccccc1)c1ccc(Cl)cc1 | -3 | -9 | -93 | -12 | -28 | 0 | 4 | -1 | -16 | -128 | 1
CCN(CCCNC(=O)C1CCN(S(=O)(=O)CC)CC1)c1cccc(C)c1 | 7 | -17 | 13 | 0 | 2 | 0 | 2 | -3 | 4 | 3 | -1
CCc1ccc(NC(=O)N(CCCOC(C)C)C2CCN(C(C)=O)CC2)cc1 | 2 | -20 | 2 | 1 | -15 | -6 | -4 | -12 | -6 | -3 | 1
O=[N+]([O-])c1cccc(/C=N/N2CCN(Cc3ccccc3)CC2)c1 | -61 | -4 | -88 | -25 | -30 | 4 | 6 | -39 | 1 | -170 | 3
COc1ccc2c(c1)C(=O)C1NC(=O)NC(=O)C1(Br)N2 (stereo not given) | 8 | -23 | 3 | -5 | -25 | 11 | 3 | 5 | 0 | 2 | .
Cc1[nH]c2c(ccc3cccnc32)c1C | -11 | -45 | -64 | -3 | -15 | 7 | 1 | . | -3 | -73 | 0
COc1cc(/C=C2/C(=O)ON=C2C)cc(Cl)c1O | 18 | 6 | 13 | -5 | -15 | -10 | -2 | 75 | -1 | 7 | -2
Cc1ccc(/C=N/n2c(-c3cccnc3)n[nH]c2=S)s1 | -11 | -3 | 8 | 3 | 12 | 22 | -2 | -19 | -12 | 14 | 0
COc1cccc(C(=O)Nc2ccc3ccccc3c2)c1 | 0 | 17 | -110 | 63* | -140 | 48 | -8 | -4 | -18 | -103 | 30*
Cn1c(=O)c([N+](=O)[O-])c(N2CCN(Cc3ccc4c(c3)OCO4)CC2)c2ccccc21 | -1 | 15 | 12 | 12 | -2 | 1 | 3 | 1 | -5 | 28 | -1
N#CC1=C(N)OC2=C(C(=O)CC(c3ccccc3)C2)C1c1cccnc1 (stereo not given) | 5 | 4 | 10 | -33 | -9 | 15 | -7 | 3 | -2 | -2 | -1
Cc1cc(C(=O)N2CCC2(C)C(=O)NS(=O)(=O)c2ccccc2Cl)nn1C (stereo not given) | . | -10 | 5 | 12 | -8 | -5 | 17 | -8 | -29 | 5 | .
Cc1ccc(S(=O)(=O)N2CCCCC2)cc1NC(=O)c1cncc(Br)c1 | 12 | 7 | 28 | -5 | -49 | 4 | -13 | 23 | -24 | 25 | .
CCOC(=O)C1(C)CCCN1C(=O)c1cccc2ccccc12 (stereo not given) | . | 3 | -3 | 3 | -16 | 14 | -11 | 20 | 8 | 5 | .
Cc1cccc(NC(=O)C2C3C=CC(C4CC34)C2C(=O)O)c1 (stereo not given) | -17 | -32 | -12 | 12 | 2 | 12 | -6 | -24 | 10 | -57 | -1
CN(CC(=O)Nc1cccc(S(=O)(=O)N2CCCC2)c1)Cc1ccccc1 | 9 | 6 | 10 | -5 | -24 | 0 | 1 | 11 | 5 | 12 | .
N#CCCN/N=C(\Cc1nc2ccccc2[nH]1)c1ccccc1 | 7 | -34 | -13 | 12 | -46 | -15 | 7 | -14 | -26 | -45 | 0
Cc1ccc(NCC(=O)c2ccccc2)cc1Cl | -9 | -30 | 14 | -21 | -3 | 8 | -13 | -61 | 14 | -80 | -1
COc1ccc(N(C(=O)Cc2cccs2)C(C(=O)NC2CCCC2)c2ccncc2)cc1OC (stereo not given) | -4 | -13 | 2 | 30 | -10 | 3 | 14 | -4 | -3 | 18 | 3
O=C(NCc1ccccc1)c1cc(C2CCCN(C(=O)c3ccc4c(c3)CCO4)C2)on1 (stereo not given) | . | 8 | 13 | 10 | -8 | 6 | 3 | -13 | -5 | 10 | .
CCC(Sc1ncccc1C(=O)O)C(=O)N1CCCC1 (stereo not given) | -4 | -6 | 4 | 8 | -8 | -2 | -9 | 0 | 20 | 11 | 4
CSCC[C@H](NC(=O)OC(C)(C)C)C(=O)N1CCC(C(=O)N[C@@H](Cc2c[nH]c3ccccc23)C(=O)O)CC1 | 3 | 9 | 24 | 15 | -13 | -14 | -2 | 5 | -6 | 21 | 0
CCn1c(C)[n+](CC)c2ccc(S(=O)(=O)NC)cc21 | 9 | 17 | -7 | 0 | -20 | -7 | 8 | -1 | -5 | -5 | 1
CC(C)N(C)Cc1nnnn1CC(=O)NCCc1cccc(C(F)(F)F)c1 | 6 | -5 | 19 | -5 | 21 | -8 | -11 | -1 | 16 | 3 | 3
CCn1ccc(C(=O)NC2=NCCS2)n1 | -12 | -30 | -28 | -14 | -21 | 2 | 10 | -26 | -6 | -73 | -3
COc1ccccc1NS(=O)(=O)c1cc(NC(=O)c2cccnc2)ccc1N1CCCCC1 | 43 | 32 | 16 | 30 | 7 | -19 | -6 | -1 | 42 | 29 | .
CCN(CC(=O)Nc1ccccc1OC)C(=O)c1cccc(-n2cccc2)c1 | 1 | 4 | 1 | 1 | -18 | 11 | 0 | 7 | 0 | 2 | -5
COc1ccc(C2C(C(=O)N3CCN(c4ccccc4)CC3)c3ccccc3C(=O)N2C)cc1OC (stereo not given) | 8 | -24 | -15 | -7 | -28 | 68* | 7 | -9 | 0 | 18 | 1
COc1ccc(/C=N/N2CCN(c3ccccc3OC)CC2)cc1OC | -28 | -17 | -19 | -10 | 15 | -5 | 8 | -16 | -2 | -104 | 4
COc1ccccc1CCC(=O)OCC(=O)c1c(N)n(CC(C)C)c(=O)n(C)c1=O | 22 | 25 | 0 | 31 | 16 | 6 | -7 | 59 | -23 | -3 | -1
COc1ccccc1/C=C/C(=O)OCC(=O)Nc1cc(C(F)(F)F)ccc1N1CCOCC1 | 16 | 24 | 25 | -18 | -10 | -19 | -2 | 10 | 20 | 5 | .
Cc1ccccc1NS(=O)(=O)c1ccc(C(=O)NCC2(N3CCOCC3)CCCCC2)cc1 | -12 | 8 | 11 | 9 | -6 | -3 | 10 | 6 | 3 | 0 | .
CC(=O)c1ccc(OC(=O)C2CC(=O)N(c3cccc(C)c3)C2)cc1 (stereo not given) | -4 | 10 | 8 | 13 | -1 | -27 | -1 | -90 | 0 | 9 | 2
CCc1nonc1NC(=O)c1oc2ccc(Cl)cc2c1C | -71 | -56 | -103 | -43 | -2 | 13 | -14 | -26 | 8 | -183 | 2
O=C(Nc1ccc(S(=O)(=O)N2CCCCC2)cc1)c1ccc(F)cc1 | 10 | 2 | 22 | 14 | -3 | 12 | -4 | 18 | 11 | 3 | -1
O/N=C/c1ccc(OCc2ccccc2)c(Br)c1 | -67 | -45 | -304 | -23 | -136 | 24 | 8 | -71 | -33 | -257 | 1
Cn1c(CN2CCCC2)c(C#N)c2ccccc21 | 1 | 3 | 17 | -3 | 10 | 1 | 3 | 3 | 1 | 14 | -3
CCOC(=O)c1ccc(NC(=O)N2CCN(c3ccccc3OC)CC2)cc1 | -6 | 14 | -12 | 20 | 12 | 3 | -10 | 24 | -4 | 12 | 2
Cc1cc2c(c(=O)n1Cc1cccnc1)C(c1ccccc1)C(C#N)=C(N)O2 (stereo not given) | -3 | 7 | 11 | -3 | -11 | -25 | 9 | 0 | -1 | -3 | 2
COc1ccccc1OCc1nc(-c2ccc([N+](=O)[O-])cc2)no1 | -29 | -45 | -127 | -37 | -56 | -3 | 12 | -12 | -14 | -172 | 0

Arranged by the number under HIF-2a inh (smallest number first): some entries from above
canonical_smiles	MITF TRPM1 inh	Peg3 prom inh	TWEAK Fn14 block	NR2E3 ag-1	Shn3 inh set2	CF NFkB inh	HIF-2a inh	NR2E3 ag-2
O/N=C/c1ccc(OCc2ccccc2)c(Br)c1	-67	-304	-23	-136	-71	-33	-257	1
COc1ccccc1/C=C/C(=O)OCC(=O)Nc1cc(C(F)(F)F)ccc1N1CCOCC1	16	25	-18	-10	10	20	5	.
Cn1c(CN2CCCC2)c(C#N)c2ccccc21	1	17	-3	10	3	1	14	-3

In another format: 9 of the compounds above
SMILES	MITF TRPM1 inh	TROY NFkB inh	Peg3 prom inh	TWEAK Fn14 block	NR2E3 ag-1	C8 TRAIL sens	KKLEB cytotox	Shn3 inh set2	CF NFkB inh	HIF-2a inh	NR2E3 ag-2
CSCC[C@H](NC(=O)OC(C)(C)C)C(=O)N1CCC(C(=O)N[C@@H](Cc2c[nH]c3ccccc23)C(=O)O)CC1	3	9	24	15	-13	-14	-2	5	-6	21	0
CCn1c(C)[n+](CC)c2ccc(S(=O)(=O)NC)cc21	9	17	-7	0	-20	-7	8	-1	-5	-5	1
CC(C)N(C)Cc1nnnn1CC(=O)NCCc1cccc(C(F)(F)F)c1	6	-5	19	-5	21	-8	-11	-1	16	3	3
CCn1ccc(C(=O)NC2=NCCS2)n1	-12	-30	-28	-14	-21	2	10	-26	-6	-73	-3
COc1ccccc1NS(=O)(=O)c1cc(NC(=O)c2cccnc2)ccc1N1CCCCC1	43	32	16	30	7	-19	-6	-1	42	29	.
CCN(CC(=O)Nc1ccccc1OC)C(=O)c1cccc(-n2cccc2)c1	1	4	1	1	-18	11	0	7	0	2	-5
COc1ccc(C2C(C(=O)N3CCN(c4ccccc4)CC3)c3ccccc3C(=O)N2C)cc1OC (stereo not given)	8	-24	-15	-7	-28	68*	7	-9	0	18	1
COc1ccc(/C=N/N2CCN(c3ccccc3OC)CC2)cc1OC	-28	-17	-19	-10	15	-5	8	-16	-2	-104	4
COc1ccccc1CCC(=O)OCC(=O)c1c(N)n(CC(C)C)c(=O)n(C)c1=O	22	25	0	31	16	6	-7	59	-23	-3	-1

Some of the compounds tested; the hit share may differ from the screen's.
